Screens (PubChem BioAssay)
Apaf-1 inh – blocks human Apaf-1 apoptosome activity | reconstituted apoptosome caspase-3 activity, DEVD-Rh110 fluorescence | inhibition, % at 20 µM | 330,000 tested, 0.71% active; active = inhibition of at least 40% at 20 µM;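 also: plate controls were DMSO wells for no effect and DEVD-CHO caspase inhibitor wells for full effect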
Target sequence (O14727 whole entry, looked up): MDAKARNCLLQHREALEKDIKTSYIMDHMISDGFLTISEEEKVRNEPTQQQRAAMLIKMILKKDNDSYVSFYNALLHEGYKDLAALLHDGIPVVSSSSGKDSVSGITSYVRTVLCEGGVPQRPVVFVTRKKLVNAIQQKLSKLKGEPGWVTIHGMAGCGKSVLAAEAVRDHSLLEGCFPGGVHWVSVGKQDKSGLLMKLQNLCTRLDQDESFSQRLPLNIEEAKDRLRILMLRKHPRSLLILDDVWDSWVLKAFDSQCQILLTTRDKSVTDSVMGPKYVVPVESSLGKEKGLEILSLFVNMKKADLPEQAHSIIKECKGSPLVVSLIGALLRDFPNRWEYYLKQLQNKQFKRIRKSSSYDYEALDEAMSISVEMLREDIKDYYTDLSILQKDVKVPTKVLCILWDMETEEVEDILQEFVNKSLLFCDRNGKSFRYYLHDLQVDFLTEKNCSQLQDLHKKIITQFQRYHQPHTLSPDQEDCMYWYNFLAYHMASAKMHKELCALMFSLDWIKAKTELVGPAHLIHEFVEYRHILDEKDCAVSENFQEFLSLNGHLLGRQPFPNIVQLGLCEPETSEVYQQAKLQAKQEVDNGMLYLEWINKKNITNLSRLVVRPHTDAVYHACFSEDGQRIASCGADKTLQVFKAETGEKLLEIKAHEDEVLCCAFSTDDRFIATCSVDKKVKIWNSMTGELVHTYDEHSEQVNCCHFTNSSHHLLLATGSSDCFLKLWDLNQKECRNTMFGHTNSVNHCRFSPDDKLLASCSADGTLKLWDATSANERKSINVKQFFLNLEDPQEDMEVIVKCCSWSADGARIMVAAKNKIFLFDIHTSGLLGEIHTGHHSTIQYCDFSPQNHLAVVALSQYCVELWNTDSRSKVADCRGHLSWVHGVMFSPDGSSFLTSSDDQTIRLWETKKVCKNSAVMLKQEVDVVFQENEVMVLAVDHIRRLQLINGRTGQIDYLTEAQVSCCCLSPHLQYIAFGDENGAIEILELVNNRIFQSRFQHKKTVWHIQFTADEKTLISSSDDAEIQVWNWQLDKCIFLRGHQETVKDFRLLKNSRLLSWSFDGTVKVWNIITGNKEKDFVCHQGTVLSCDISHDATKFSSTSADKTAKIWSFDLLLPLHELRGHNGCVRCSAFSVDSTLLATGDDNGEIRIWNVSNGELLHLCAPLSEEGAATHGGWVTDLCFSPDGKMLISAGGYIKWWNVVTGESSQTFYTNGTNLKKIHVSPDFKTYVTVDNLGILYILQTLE
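System: Apoptosome proteins | Medium: Hepes pH 7.5 with detergent and BSA | Also added: Cytochrome c trigger plus (Z-DEVD)2-Rh110 caspase-3 substrate | Incubation: 30 min compound preincubation, 50 min activation, room temperature | Detection: Rhodamine 110 fluorescence at Ex 480/Em 540 nm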
tim10-1 inh – tim10-1 yeast growth inhibition | 330,000 tested, 2.2% active | inhibition, % at 20 µM | S. cerevisiae tim10-1 ts strain growth, BacTiter-Glo, 24 h | AID 463190;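 active = inhibition of at least 40%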;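 also: mutant grown at 25 °C; 0% = DMSO wells with yeast and 100% = wells holding no yeast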
hIAP activ – human IAP activation. P09923. purified human IAP, CDP-Star luminescence, 30 min; stronger effect = higher value; 1 = vehicle-only enzyme, 0 = enzyme-free background. activation factor at 10 µM. 330,000 tested, 0.16% active;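 active = activation factor of the enzyme at least 2-fold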; also: the source names both 10 and 20 µM as test concentration; values of inactives mirror those of a sister screen read the other way
hIAP inh – blocks human intestinal alkaline phosphatase; purified IAP, CDP-Star luminescence, 30 min; inhibition, % at 10 µM; 330,000 tested, 0.12% active; P09923;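 active = inhibition reaching a set limit with compound at 10 µM in the primary screen, cut at about 35% in these data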;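 also: plate controls were DMSO wells with enzyme for no effect and no-enzyme buffer wells for full effect; values of inactives mirror those of a sister screen read the other way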
mIAP activ – increases mouse intestinal alkaline phosphatase activity. muIAP, CDP-Star luminescence, 30 min; stronger effect = higher value; 1 = vehicle-only enzyme signal, 0 = enzyme-free wells. activation factor at 10 µM. 330,000 tested, 0.24% active;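 active = activation factor of at least 2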; also: the source names both 10 and 20 µM as test concentration; values of inactives mirror those of a sister screen read the other way
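System: Mouse IAP enzyme | Also added: CDP-Star substrate | Dosing: Compounds dispensed in DMSO | Schedule: 30 min enzyme-substrate-compound incubation at room temperature | Technique: Chemiluminescence readout | Control set: DMSO-only wells and no-enzyme negative control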
mIAP block – mouse IAP inhibition | inhibition, % at 10 µM | 330,000 tested, 0.2% active | purified mouse IAP, CDP-Star luminescence, 30 min;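 active = inhibition of at least 40% at 10 µM in the primary screen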;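 also: plate controls were DMSO with enzyme for no effect and no enzyme wells for full effect; values of inactives mirror those of a sister screen read the other way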
TIM10 inh – TIM10 yeast growth inhibition | inhibition, % at 10 µM | 330,000 tested, 1.4% active | S. cerevisiae TIM10 strain growth, BacTiter-Glo luminescence, 24 h;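 active = inhibition of 40% or more at the single tested concentration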;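 also: wild-type TIM10 isogenic control strain grown at permissive 25 °C; 0% = DMSO yeast wells and 100% = minimal medium wells without yeast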
NLRP3 yeast inh – inhibitors of NALP3 inflammasome in yeast | inhibition, % at 10 µM | Yeast reconstituted NLRP3/ASC/caspase-1, beta-gal luminescence, 24 h | 330,000 tested, 0.39% active;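 active = inhibition of 50% or more; inactive = inhibition below 50%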;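 also: plate controls were induced DMSO wells for no effect and uninduced yeast grown without galactose for full effect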
ATG4B inh – blocks human ATG4B protease cleavage of LC3 substrate | inhibition, % at 8.33 µM | AID 504462 | Q9Y4P1 | ATG4B cleavage of LC3-PLA2, NBD-HPC fluorescence, 1 h | 340,000 tested, 0.51% active; in the data active = inhibition above about 40%
Starred values were filed as active, the others as inactive; / = no result given.

canonical_smiles	Apaf-1 inh	tim10-1 inh	hIAP activ	hIAP inh	mIAP activ	mIAP block	TIM10 inh	NLRP3 yeast inh	ATG4B inh
COc1ccc(CCNC(=O)COC(=O)C2COc3ccccc3O2)cc1 (centres undefined)	-11	1	0.91	9	0.96	4	-6	1	-4
O=C(Nn1c(C2CCCCC2)nc2ccccc2c1=O)c1ccc([N+](=O)[O-])cc1Cl	0	26	0.92	8	0.88	12	20	13	3
CC(C)NC(=O)C1CCN(C(=O)c2ccc(-c3ccccc3)cc2)CC1	13	6	1.2	-18	0.95	5	-5	-9	-2
COc1cc(NC(=O)c2ccc([N+](=O)[O-])o2)ccc1NC(=O)c1ccco1	17	46*	0.85	15	0.94	6	47*	22	-12
O=C(CN(C(=O)CNS(=O)(=O)c1ccccc1)C1CCCC1)NCC1CCCO1 (centres undefined)	-14	9	0.95	5	1	-2	-13	16	-6
CCSc1nnc(NC(=O)C2CCN(C(=O)c3ccc(F)cc3)CC2)s1	-2	-8	1.1	-5	1	-4	1	2	-5
COc1ccc(C2N(C(=O)N(C)C)CCN2S(=O)(=O)c2ccc(OC)cc2)cc1 (centres undefined)	5	29	0.95	5	0.93	7	10	15	-4
Cc1nnc(NC(=O)CSc2nnc(CCc3nc4ccccc4[nH]3)n2C)s1	2	3	0.97	3	0.97	3	12	-5	-12
Cc1cc(C)c(N(CC(=O)NC(C)(C)C)C(=O)CNC(=O)c2cccs2)c(C)c1	10	-4	1.3	-27	1	0	-2	15	15
CCOC(=O)c1ccc(NC(=S)Nc2ccccn2)cc1	13	21	1.1	-8	1	0	10	28	1
Cc1cc(NC(=O)Nc2cccc(Cl)c2)n(-c2ccccn2)n1	18	54*	1.2	-17	1.7	-68	29	29	-10
Cn1c(N)c(C(=O)CSc2nc3ccccc3c(=O)n2Cc2ccccc2)c(=O)n(C)c1=O	-21	8	0.88	12	0.96	4	-16	9	1
C=C(C)Cn1c(=O)c2c(nc3n2CC(C)CN3Cc2ccccc2)n(C)c1=O (centres undefined)	14	16	1	-5	1	-1	13	16	12
Cc1ccc(C(c2sc3nc(C)nn3c2O)N2CC(C)OC(C)C2)cc1 (centres undefined)	6	5	1	-2	1.1	-14	9	-7	-10
CC(C)C[C@@H](CN=[N+]=[N-])N1CCN(Cc2ccccc2)CCC1=O	12	19	0.95	5	1.1	-7	14	18	0
Cn1ccs/c1=N\S(=O)(=O)c1ccc(F)cc1	-1	14	0.96	4	0.99	1	-10	9	-13
CCCC(=O)NCCCc1nc2ccccc2n1CC	4	2	0.87	13	0.91	9	-3	7	2
Cc1oc2cc(O)cc(O)c2c(=O)c1-c1ccc2c(c1)OCCCO2	0	29	1.2	-23	0.93	7	13	23	-5
CCN(CC)c1ccc(N)cc1	38	-5	0.87	13	0.88	12	-2	22	0
Cc1ccnc(SCc2nc3ccccc3s2)n1	-2	27	1	-4	1.1	-6	-2	46	3
COc1ccc(N(CC(=O)N2CCN(Cc3ccccc3)CC2)S(=O)(=O)c2ccccc2)cc1	13	15	1.2	-23	0.96	4	8	2	-11
CC(=O)c1ccc(NC(=O)C2=CC(c3ccco3)=NS(=O)(=O)N2C)cc1	5	-17	0.87	13	0.94	6	-4	7	3
NS(=O)(=O)c1cc(C(=O)N2CCc3ccccc32)c(Cl)cc1Cl	-8	16	0.97	3	0.93	7	-3	16	2
CC(NC(=O)CCc1nnc(-c2ccccc2)o1)c1ccccc1 (centres undefined)	-4	-1	1.1	-7	1.2	-17	-7	-9	-4
CC1CCCCN1Cc1ccc(N(C)C)cc1 (centres undefined)	-34	1	0.97	3	0.94	6	-1	17	-9
CC(C)c1ccc(/C=C(/C#N)c2nnc(NC(=O)c3ccccc3)s2)cc1	10	5	1	-4	1	-1	11	4	1
O=C(CNS(=O)(=O)c1ccc(Br)s1)NCc1ccc(F)cc1	5	15	1	-2	1.1	-10	-7	15	-4
CC1CCN(CCCNC(=O)CCCNC(=O)Cn2cnc3sc4c(c3c2=O)CCCC4)CC1	6	8	1	-2	1	-2	7	16	-1
C/C(CC(=O)N1CCCC1)=N\NC(=O)c1cc2ccccc2cc1O	2	2	1.1	-6	0.82	18	-9	6	-8
CCOC(=O)[C@@H]1[C@H]2COc3ccccc3[C@@H]2N2C(=O)N(c3cccc(F)c3)C(=O)[C@@]12C	6	18	0.9	10	1.2	-18	12	5	7
COc1ccc(S(=O)(=O)N(C)CC(=O)Nc2cccc(C(C)=O)c2)cc1	-17	13	1	-3	1	0	4	6	-2
Cn1c(NCCCN2CCOCC2)nc2c1c(=O)n(Cc1ccc(Cl)cc1)c(=O)n2C	-4	-1	0.8	20	0.98	2	6	-2	-5
Cc1cc(O)ccc1N=Cc1c(C(F)(F)F)[nH][nH]c1=O	34	7	1.1	-14	0.96	4	6	10	-19
CCCCn1c(Nc2ccccc2)nc2ccccc21	0	7	0.98	2	1.1	-7	2	4	-4
COc1cc2c(cc1OC)C(C(=O)NCCN1CCOCC1)C1c3ccccc3CCN1C2=O (centres undefined)	3	2	1	-1	1.1	-8	1	10	7
CSc1ccccc1C(=O)NCCOc1cccc(C)c1	1	-5	1	-4	0.98	2	6	-1	-6
O=C(c1ccc([N+](=O)[O-])cc1)N(C1=NCCCCS1)c1ccccc1	4	15	0.96	4	1	-3	10	14	-6
Cc1ccc(OCCC(=O)Nc2ccc(F)c(Cl)c2)cc1	2	0	1	-2	1.1	-11	3	19	-8
CCOc1ccc(NC(=O)CNC(=O)c2nn(-c3ccc(OC)cc3)c(=O)c3ccccc23)cc1	38	-14	1.1	-6	0.98	2	-4	6	2
N#Cc1cccc(NC(=O)Cn2cnc(S(=O)(=O)N3CCOCC3)c2)c1	3	-6	0.92	8	1	0	4	5	-3
O=C(CCc1nnc(CCc2c[nH]c3ccccc23)o1)NC1CCC1	5	16	1.1	-14	1.1	-13	4	5	2
CCOC(=O)Cc1csc(N/C(=N/S(=O)(=O)c2cc(Br)ccc2OCC)c2ccccc2)n1	21	29	0.94	6	0.85	15	10	13	-5
O/N=C1/CC/C(=N\O)c2nn(-c3ccccc3)nc21	5	11	1.1	-13	1	0	-10	9	3
CCCS(=O)(=O)N1CCN(S(=O)(=O)c2ccccc2[N+](=O)[O-])CC1	-3	11	0.97	3	0.96	4	8	1	-1
CCC(=O)Nc1ccc(NC(=O)CCc2ccccc2)cn1	-6	-26	1.1	-6	1	0	-10	18	-6
O=C1N[C@@H](Cc2ccccc2)C(=O)N2CCCC12 (some centres undefined)	11	3	/	/	0.97	3	-9	/	-11
Cc1noc(NS(=O)(=O)c2ccc(NC(=O)c3nn(-c4ccc(F)cc4)ccc3=O)cc2)c1C	2	-6	1.1	-9	1.1	-5	-4	11	3
COc1cccc(NC(=O)CSc2cccc[n+]2[O-])c1	-1	-16	1.1	-10	1	-3	7	6	-3
CCc1cc2c3c(c(=O)oc2cc1OCC(=O)OC)CCCC3	4	17	1.2	-16	0.98	2	-10	28	1
CC12CCC(C(=O)N3CCCCC3)(CC1=O)C2(C)C (centres undefined)	1	6	1.2	-18	1	-4	0	-6	-13

As entered above:
CC1CCN(CCCNC(=O)CCCNC(=O)Cn2cnc3sc4c(c3c2=O)CCCC4)CC1 in ATG4B inh has -1
O=C(c1ccc([N+](=O)[O-])cc1)N(C1=NCCCCS1)c1ccccc1 in NLRP3 yeast inh has 14

(listing goes on)
canonical_smiles	Apaf-1 inh	tim10-1 inh	hIAP activ	hIAP inh	mIAP activ	mIAP block	TIM10 inh	NLRP3 yeast inh	ATG4B inh
O=C(c1cc(Br)ccc1Cl)N1CCN(c2ccccn2)CC1	0	-12	1.2	-16	0.95	5	-10	3	-5
O=C(Nc1ccccc1)c1ccc(NCCc2ccccc2)c([N+](=O)[O-])c1	3	1	1.5	-52	0.86	14	3	15	-3
CCOC(=O)c1c(/N=C/c2ccc(C)cc2O)sc2c1CCC2	1	14	0.9	10	0.86	14	-13	6	-5
O=C(CNC(=O)c1ccco1)NNC(=O)c1cccc(Cl)c1	-7	-9	1.1	-8	0.88	12	-4	3	-1
CCOc1ccc(NC(=O)C2CC(=O)N(c3ccccc3F)C2)cc1 (centres undefined)	2	16	0.95	5	1	0	-2	17	-3
CC(C)NC(=O)CSc1nc2ccccc2n1-c1ccccc1	13	21	0.93	7	1	-5	0	22	6
O=C(C1CCN(S(=O)(=O)c2cnc[nH]2)CC1)N1CCN(c2ncccn2)CC1	5	7	1.1	-15	0.92	8	-4	-8	-6
CC12CCC(=O)N1C(C(=O)NCCc1ccc(S(N)(=O)=O)cc1)CS2 (centres undefined)	2	-17	0.96	4	0.98	2	-5	-7	-2
COC(=O)c1cn(-c2ccccc2)nc1C(=O)OC	-2	10	1.1	-6	1	-4	12	14	-2
COCCN(CC(=O)Nc1cccc(C)c1C)C(=O)c1oc2ccccc2c1C	-6	-5	1.1	-8	1	-5	-2	7	1
COc1ccccc1C(=O)NC(CCSC)C(=O)N1CCN(C(C)=O)CC1 (centres undefined)	-7	-3	0.9	10	0.98	2	-10	1	-1
COCCNC(=O)c1ccc(CN2CCc3ccccc3C2)cc1	-3	8	0.93	7	0.97	3	8	12	-9
